High-throughput results as filed in PubChem BioAssay.
NCOA2 inhibitor: inhibits human steroid receptor coactivator 2; Q15596; HEK293 GAL4-SRC2 luciferase reporter, luminescence; inhibition, % at 9 µM; 0.17% of 370,000 active; AID 651957;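 active = inhibition above the mean inhibition of all tested compounds plus 3 SD, set per campaign, cut at about 52% in these data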;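 also: 0% = DMSO treated cells and 100% = cells given Gossypol at 36 µM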
Target sequence (Q15596 whole entry, looked up, the tested form may be a part): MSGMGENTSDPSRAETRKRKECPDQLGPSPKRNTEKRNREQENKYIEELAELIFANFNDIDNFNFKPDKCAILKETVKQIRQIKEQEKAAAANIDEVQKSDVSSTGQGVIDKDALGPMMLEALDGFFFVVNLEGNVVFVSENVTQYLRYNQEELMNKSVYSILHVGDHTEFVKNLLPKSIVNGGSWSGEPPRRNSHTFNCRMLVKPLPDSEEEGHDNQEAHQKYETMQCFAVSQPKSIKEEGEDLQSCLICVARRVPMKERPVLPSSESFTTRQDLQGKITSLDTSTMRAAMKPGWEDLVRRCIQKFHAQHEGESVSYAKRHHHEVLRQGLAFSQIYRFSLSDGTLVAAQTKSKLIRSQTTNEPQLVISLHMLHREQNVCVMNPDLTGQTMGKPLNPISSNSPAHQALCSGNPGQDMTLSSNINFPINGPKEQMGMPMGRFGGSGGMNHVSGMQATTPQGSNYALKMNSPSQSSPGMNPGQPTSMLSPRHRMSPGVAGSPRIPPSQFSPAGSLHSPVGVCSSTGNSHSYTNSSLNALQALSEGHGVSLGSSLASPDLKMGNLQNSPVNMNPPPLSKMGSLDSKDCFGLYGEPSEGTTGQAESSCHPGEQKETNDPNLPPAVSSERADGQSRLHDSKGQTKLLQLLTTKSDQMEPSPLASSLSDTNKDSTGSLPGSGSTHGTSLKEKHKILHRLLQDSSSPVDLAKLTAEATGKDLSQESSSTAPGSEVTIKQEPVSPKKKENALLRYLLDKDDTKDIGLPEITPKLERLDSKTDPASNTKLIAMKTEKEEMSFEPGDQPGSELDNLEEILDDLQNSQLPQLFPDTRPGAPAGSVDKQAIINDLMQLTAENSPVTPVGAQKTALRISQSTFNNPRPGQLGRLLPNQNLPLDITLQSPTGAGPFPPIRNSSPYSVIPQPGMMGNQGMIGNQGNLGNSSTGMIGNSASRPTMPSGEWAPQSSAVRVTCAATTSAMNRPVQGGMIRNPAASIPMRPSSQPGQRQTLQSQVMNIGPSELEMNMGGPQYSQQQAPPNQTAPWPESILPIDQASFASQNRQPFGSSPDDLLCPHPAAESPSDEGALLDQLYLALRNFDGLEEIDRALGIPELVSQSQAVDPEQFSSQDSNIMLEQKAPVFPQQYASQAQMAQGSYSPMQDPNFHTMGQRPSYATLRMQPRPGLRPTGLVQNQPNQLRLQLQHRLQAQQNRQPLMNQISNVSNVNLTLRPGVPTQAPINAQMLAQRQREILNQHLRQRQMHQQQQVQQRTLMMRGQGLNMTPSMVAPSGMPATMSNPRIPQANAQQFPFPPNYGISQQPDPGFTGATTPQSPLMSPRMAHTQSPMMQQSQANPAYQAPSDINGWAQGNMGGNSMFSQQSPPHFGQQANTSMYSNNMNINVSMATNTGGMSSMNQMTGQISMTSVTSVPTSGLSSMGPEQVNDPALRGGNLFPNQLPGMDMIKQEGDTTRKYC
NR5A2 inv ag: suppresses constitutive activity of human LRH-1; HEK293T StAR-luciferase reporter, LRH-1 transfected, 24 h; inhibition, % at 3.6 µM; O00482; 0.13% of 360,000 active;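 active = inhibition above the mean inhibition of all tested compounds plus 3 SD, cut at about 73% in these data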;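 also: 0% = DMSO wells and 100% = reporter-only cells lacking LRH-1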
NOD2-RIPK2 inh: blocks binding of human NOD2 to RIPK2 | O43353 | CHO BLA complementation NOD2-RIPK2, CCF4 ratio | inhibition, % at 4.98 µM | 0.38% of 360,000 active; in the data active = inhibition above about 21%;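 also: 0% = vehicle only and 100% = reference blocker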
NCOA1 inh: inhibitors of human steroid receptor coactivator 1 (SRC1); Q15788; HEK293 GAL4-SRC1 luciferase reporter, luminescence; inhibition, % at 3.6 µM; 0.12% of 360,000 active; AID 588354;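 active = inhibition above the campaign mean plus 3 SD, with each screening campaign given its own cutoff, cut at about 60% in these data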;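 also: 0% = DMSO treated cells and 100% = gossypol at 36 µM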
C8 TRAIL sens: sensitizes caspase-8 expressing cells to TRAIL; inhibition (viability loss, TRAIL sensitization), % at 10 µM; 1% of 360,000 active; NB7+C8 cells + TRAIL, ATPlite viability luminescence;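 active = compounds causing at least 50% loss of cell viability in the single-dose screen, relative to plate controls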
Vif imaging: HIV Vif inhibition; 0.35% of 340,000 active; HEK293T cells, Vif self-association by quenched fluorescence, imaging, 24 h; AID 602346; inhibition, % at 7.49 µM; in the data active = inhibition above about 50%, passing the limit was not always enough; inconclusive = no clear call, values can overlap the other calls; inactive = below about 31%; also: some results filed as inactive read as strong as hits
NR2F2 inh: blocks human COUP-TFII nuclear receptor; AID 686940; HEK293T NGFI-A luciferase reporter, luminescence; inhibition, % at 8.6 µM; P24468; 0.7% of 370,000 active;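 active = inhibition above a per-plate cutoff, mean inhibition of test wells between control levels plus 3 SD, cut at about 38% in these data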;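 also: cells cotransfected with COUP-TFII expression vector driving the NGFI-A reporter; 0% = median of COUP-TF2 test wells and 100% = reporter-only cells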
NCOA3 inh: inhibits human SRC3 coactivator. HEK293 GAL4-SRC3 luciferase reporter, luminescence. 0.17% of 360,000 active. Q9Y6Q9. inhibition, % at 3.6 µM. AID 588352;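 active = inhibition above a per-campaign cutoff, the mean of all compounds plus 3 SD, cut at about 60% in these data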;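 also: 0% = DMSO-treated cells and 100% = gossypol-treated cells at 36 µM; higher means less SRC3-driven luciferase light from the GAL4 reporter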
TROY signal inh: TROY signaling inhibition | AID 1347056 | 0.98% of 360,000 active | Q293 LMP1-TROYcd NF-kB luciferase reporter, 4 h | inhibition, % at 10 µM;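 active = compounds whose plate-normalised and pattern-corrected inhibition of the luciferase reporter signal at the single screening dose is 50% or more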
LMP1 NFkB inh: inhibitors of Epstein-Barr LMP1-induced NF-kappaB reporter. 0.69% of 350,000 active. LMP1-induced NF-kappaB luciferase reporter cells, luminescence. inhibition, % at 12.5 µM; in the data active = inhibition above about 41%; inconclusive = no clear call, values can overlap the other calls;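 also: 0% = neutral control wells and 100% = reference inhibitor control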
TLR9-MyD88 inh: TLR9-MyD88 interaction inhibition. Q9NR96+Q99836. CHO BLA complementation TLR9-MyD88, CCF4 FRET ratio. inhibition, % at 4.98 µM. 0.21% of 340,000 active. AID 504734;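 active = inhibition above the mean over all tested compounds plus 3 SD, cut at about 21% in these data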;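 also: 0% = DMSO only wells and 100% = clavulanate BLA inhibitor control wells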
An asterisk follows results filed as active; u = inconclusive; x = no result given.

Below each SMILES: Vif imaging	C8 TRAIL sens	TROY signal inh	TLR9-MyD88 inh	NCOA3 inh	NR5A2 inv ag	NR2F2 inh	NCOA1 inh	NOD2-RIPK2 inh	LMP1 NFkB inh	NCOA2 inhibitor
[1] CCC(=O)c1ccc(OCC(=O)NCC2COc3ccccc3O2)cc1 (stereo unspecified)
    -3	2	-8	1	2	0	15	-5	5	-1	-12
[2] Cc1ccc(C)c(NC(=S)NC(C)C(c2cccs2)N2CCOCC2)c1 (stereo unspecified)
    -2	4	9	5	-4	-2	0	-4	0	-5	-19
[3] CSc1ccccc1NC(=O)CN(C)CC(=O)NCC(=O)Nc1ccc(F)cc1
    -1	17	2	-6	1	-6	-12	-5	-86	-2	19
[4] COc1ccc(OC(C)=O)c(C2c3cc(OC)c(OC)cc3CCN2C(C)=O)c1 (stereo unspecified)
    -13	20	4	-18	-9	-12	-1	-18	0	11	-7
[5] CCOC(=O)C1CCN(C(=O)CCc2c(C)nc3cc(-c4ccc(OC)cc4OC)nn3c2C)CC1
    -2	10	-22	-5	4	-17	17	8	1	-3	9
[6] NC(=O)CN1C(=O)C(=O)N(Cc2ccc(Cl)cc2)C1=O
    4	22	-14	-3	5	-32	15	-10	1	-3	-4
[7] CC(NC(=O)NC1CCCCC1)C(c1cccs1)N1CCN(C)CC1 (stereo unspecified)
    -4	0	-5	-3	7	5	9	10	9	6	-9
[8] Brc1cccc(-c2nc3ccc(Br)cn3c2Cc2ccsc2)c1
    x	-7	-16	x	-40	-81	-21	-48	1	x	-67
[9] O=C(Nc1cccc(Cl)c1)ON=C1c2ccccc2-c2ccccc21
    -4	5	3	-2	4	-23	-1	1	-4	-10	16
[10] O=C(CCN1C(=O)C2CC=CCC2C1=O)N1CCN(c2ccccn2)CC1 (stereo unspecified)
    7	-5	5	-7	-2	-11	0	-5	-4	-5	4
[11] CC1=C(c2ccccc2)C(=S)NC(C)(C)C1
    0	-25	8	-13	2	4	19	-6	-5	1	15
[12] CCOC(=O)C1=CCN(S(=O)(=O)c2ccccc2F)C1c1cccc(C)c1 (stereo unspecified)
    x	-9	-42	x	16	-11	12	-4	-7	x	6
[13] COc1ccc(OC)c(NC(=O)N[C@@H](Cc2ccccc2)C(=O)O)c1
    x	9	8	-1	13	-18	3	-19	1	6	-5
[14] COC(=O)C1=C(C)N(CCc2ccccc2)C(=O)C1
    10	3	12	-4	-8	-26	10	-18	-20	2	-25
[15] CCCCn1c(N)c(N(CC)C(=O)c2ccc(Cl)c(Cl)c2)c(=O)[nH]c1=O
    -3	6	1	-4	4	16	-6	-17	-9	3	-16
[16] CCc1cccc(NC(=O)CCNS(=O)(=O)c2ccc3[nH]c(=O)oc3c2)c1
    -1	-5	-22	1	4	-12	-25	0	5	-2	-4
[17] C/C(=N/NC(=O)CN1CCN(Cc2ccccc2)CC1)c1ccc([N+](=O)[O-])cc1
    0	0	2	4	-7	3	13	5	-16	4	-5
[18] CC1=C(C(=O)N2CCCCCC2)CC(CC(=O)NCCCN(C)C)C(=O)N1Cc1ccccc1 (stereo unspecified)
    x	-4	-7	x	-4	21	-9	-10	-5	x	12
[19] COc1ccc(CN2CCSc3sccc3C2=O)cc1
    -3	3	6	-1	-13	5	-3	17	-4	2	5
[20] COc1cccc(C2C(C#N)=C(N)OC3=C2C(=O)CC(c2ccco2)C3)c1OCc1ccc(F)cc1 (stereo unspecified)
    4	-5	-7	3	12	26	-8	1	5	-12	1
[21] COc1ccc(OC)c(NC(=O)CN2CCN(C(=O)c3ccco3)CC2)c1
    1	-6	15	-2	-10	-12	13	0	-6	-2	-1
[22] COc1ccc(OCCCC(=O)NNC(=O)c2ccncc2)cc1
    -4	-2	-13	3	-4	10	1	-15	-9	4	-10
[23] Fc1ccc(-c2nc3n(n2)Cc2ccccc2-3)cc1
    10	57*	30	-16	-101	-107	-38	-129	-10	-17	-35
[24] CCCCCCCCOC1OC(CO)C(O)C(O)C1NC(C)=O (stereo unspecified)
    x	15	7	-8	9	-3	3	5	-5	1	2
[25] O=C(CCCc1nc(-c2ccccc2)no1)N1CCOCC1
    13	-2	-20	-5	3	-21	-5	-17	-7	-7	-5
[26] CC(=O)Nc1sc(N/N=C/c2ccc(C)cc2)nc1-c1ccc(C)cc1
    -1	-5	-38	-5	11	2	-12	-8	-3	-1	-15
[27] COc1cc(OC)cc(C(=O)NNC(=S)Nc2ccc(S(N)(=O)=O)cc2)c1
    13	-8	-2	-5	-6	-3	-5	11	0	-8	-36
[28] CC(=O)C(/C=N/c1cc(-c2ccc(C)cc2)nn1-c1ccccc1)=C(\C)O
    -6	15	-78	-7	-95	-185	-39	-100	0	-17	-49
[29] Cc1cccc(NC(=O)c2cc(=O)[nH]c3ccccc23)c1
    -2	3	11	5	-6	13	-7	-7	0	-5	-11
[30] O=C(N/N=C/c1ccoc1)c1cc(Br)ccc1O
    x	-7	-2	-5	-4	6	-21	-2	-13	-13	-1
[31] O=C(Nc1ccc(S(=O)(=O)Nc2ncccn2)cc1)C1=NN(c2ccccc2)C(=O)CC1
    -2	-12	-1	2	8	-8	2	1	-2	-8	-12
[32] CC(CC(=O)O)CC(=O)Nc1cc(C(F)(F)F)cc(C(F)(F)F)c1 (stereo unspecified)
    11	10	-11	3	22	21	-10	-10	-2	-7	9
[33] COc1ccc(Cl)cc1C(=O)Nc1ccccc1N1CCN(C)CC1
    -6	3	4	-3	23	26	-8	8	-2	-7	-4
[34] COc1ccc2oc(C(=O)OC(C)C(=O)NCc3ccccc3)c(C)c2c1 (stereo unspecified)
    -5	-21	7	2	19	12	0	21	7	-2	-8
[35] Cc1cccc(C(=O)OCC(=O)N(C)C(c2ccccc2)c2ccccc2)c1[N+](=O)[O-]
    -6	17	-5	3	-5	11	14	0	-4	5	-1
[36] CC(=O)c1cccc(N=Nc2c(C)[nH]c3ccccc23)c1
    0	2	-43	4	4	6	-1	6	4	-7	-22
[37] CC(Oc1ccc(Cl)cc1Cl)C(=O)NCCCN1CCOCC1 (stereo unspecified)
    7	-13	0	2	6	6	-5	2	1	-10	5
[38] O=C(CC(C(=O)N1CCc2ccccc21)n1ccnc1)NCC1CCCO1 (stereo unspecified)
    7	13	9	3	-3	-4	-9	2	6	-3	-5
[39] O=C(COc1ccc(-c2ccccc2)cc1)NN=C1CCCC1
    16	-6	-21	-3	15	-3	-3	6	-6	4	-3
[40] O=C(CNC(=O)c1ccccc1Cl)Nc1ccncc1
    0	8	-12	11	13	-7	-1	-6	-4	5	-9
[41] COc1ccc(C(=O)Nc2c(N)nc[nH]c2=O)cc1
    -3	-5	2	7	4	17	7	-6	-8	4	0
[42] CCn1c(SCC(=O)Nc2ccc(OC)c(OC)c2)nnc1-c1c[nH]c2ccccc12
    4	21	-7	-5	-27	-9	-8	3	-6	2	17
[43] CCc1ccc(NC(=O)C[n+]2cc(-c3ccc(C)cc3)n3c2CCC3)cc1
    2	7	3	x	13	19	-2	-6	-14	x	-8
[44] COc1ccc(C2C(C(=O)c3ccc(C)o3)=C(O)C(=O)N2Cc2cccnc2)cc1 (stereo unspecified)
    -18	4	-20	-4	-43	7	0	3	-2	-8	6
[45] CCN(C(=O)CN1CCCC(C)C1)c1c(N)n(Cc2ccccc2)c(=O)[nH]c1=O (stereo unspecified)
    u	-1	13	9	5	-9	8	-5	-5	11	5
[46] Cc1c(NC(=O)CSc2nnc3sc4ccccc4n23)c(=O)n(-c2ccccc2)n1C
    1	-8	17	10	-14	17	3	-5	-4	-2	-8
[47] CC1=C(C(=O)N2CCOCC2)CC(CC(=O)NC2CCCC2)C(=O)N1Cc1ccc(C(C)(C)C)cc1 (stereo unspecified)
    x	-6	7	6	-15	6	4	-22	-6	28	8
[48] COc1ccc(-n2nc3c(c2NC(=O)C2CCCC2)CS(=O)C3)cc1 (stereo unspecified)
    -6	0	0	-3	1	10	-5	-16	-7	-19	-22
[49] Cc1ccc(C(=O)NNC(=O)C2CCN(Cc3ccc(Cl)c(Cl)c3)CC2)cc1
    -2	-11	10	-7	-3	-3	-7	-6	10	-1	-5
[50] CC(C)OC(=O)CC12CN(C)CC(CC(=O)OC(C)C)(CN(C)C1)C2=O
    -9	9	7	8	21	20	12	-4	-4	-10	-4
[51] Cc1cc(N2O[C@]34C=C[C@]25C[C@@H](O)CC[C@]5(C)C3CC[C@]2(C)[C@@H]([C@H](C)/C=C/[C@H](C)C(C)C)CC[C@H]24)no1 (stereo partly specified)
    15	-3	5	-10	-3	10	20	-17	-3	-7	7
[52] Cc1ccc(CNC(=O)CN2C(=O)NC(C)(c3ccc(Cl)cc3)C2=O)cc1 (stereo unspecified)
    x	-6	5	1	3	-9	10	-7	-1	4	12
[53] C[C@H]1CN([C@@H](C)CO)C(=O)Cc2cc(NC(=O)C3CC3)ccc2O[C@H]1CN(C)Cc1ccc(C(=O)O)cc1
    -9	-11	-11	-8	15	-22	-16	-21	3	-18	-7
[54] CCC1(C)Cc2ccccc2-c2nc(NCCCO)[nH]c(=O)c21 (stereo unspecified)
    -8	-26	13	3	12	-18	0	2	6	-13	-10
[55] COC(=O)/C=C1\NCCNC1=O
    -3	0	-9	-3	14	1	-16	-24	2	2	11
[56] CC1=C(C#N)C(c2ccccc2)C2=C(N1)c1ccccc1C2=O (stereo unspecified)
    -1	-12	-12	4	18	16	2	4	-11	-16	-1
[57] CCOC(=O)CN1CC23C=CC(O2)C(C(=O)Nc2ccc(C(C)=O)cc2)C3C1=O (stereo unspecified)
    7	-9	-14	-9	-29	-14	-67	-16	4	-12	-37
[58] Cc1cc(C)n(C(=O)c2c([N+](=O)[O-])c(C)nn2C)n1
    -9	4	10	1	-11	-17	15	-5	5	-3	-6
[59] O=c1c(-c2ccc(O)cc2O)coc2cc(O)cc(O)c12
    13	-16	-15	-7	-4	-11	-22	-49	-15	4	-9
[60] COCn1c(-c2ccc(OC)cc2)nc2ccccc21
    4	45	-34	12	-52	-109	-36	-73	-7	-15	-25

(listing goes on)
Below each SMILES: Vif imaging	C8 TRAIL sens	TROY signal inh	TLR9-MyD88 inh	NCOA3 inh	NR5A2 inv ag	NR2F2 inh	NCOA1 inh	NOD2-RIPK2 inh	LMP1 NFkB inh	NCOA2 inhibitor
[61] CCOc1ccc(Oc2ccc(Cl)cc2N)cc1
    -6	-1	-11	-4	-16	-8	22	-7	7	2	3
[62] COc1ccc(S(=O)(=O)NC(CC(=O)NCC2CCCO2)c2ccco2)cc1 (stereo unspecified)
    -10	1	-10	3	13	-14	-12	3	5	2	4
[63] O=C(COC(=O)CCc1nc2ccccc2s1)Nc1cccc(S(=O)(=O)N2CCOCC2)c1
    -2	-15	20	1	-5	-16	-9	2	-9	2	5
[64] N#CCCN1CCN(C(CNS(=O)(=O)c2ccc(Cl)cc2)c2ccccc2)CC1 (stereo unspecified)
    -11	-3	11	2	-9	14	1	-5	2	-15	-10
[65] COc1ccc(CCNC(=O)c2ccc(CNS(=O)(=O)c3cc(C)ccc3C)cc2)cc1OC
    -14	25	19	-4	29	4	13	-4	7	3	0
[66] COc1ccccc1NC(=S)NNC(=O)c1cc(C)nn1C
    1	10	-13	1	2	-24	-42	-49	-10	2	-12
[67] Cc1ccc(NC(=S)N/N=C2\CCCCC2C)cc1 (stereo unspecified)
    -5	0	-1	-1	-12	-15	-4	-13	4	-6	-27

Not all compounds are listed. The share of hits here may be higher or lower than overall.
